# Screens: PubChem BioAssay, The Scripps Research Institute Molecular Screening Center
# ADAM10 inh: inhibitors of human ADAM10; O14672; recombinant ADAM10, EDANS/DABCYL FRET peptide cleavage, 3 h; inhibition, % at 7 µM; 370,000 compounds, 0.62% hits; AID 720582;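 active = inhibition above a per-campaign cutoff equal to the mean of compounds falling between control-based bounds plus 3 SD, cut at about 20% in these data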;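 also: 0% = DMSO wells while the 100% control is not disclosed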
# ssDAF12 agonist: activators of S. stercoralis DAF-12 nuclear receptor; 370,000 compounds, 1% hits; HEK293 ssDAF-12/GRIP1 lit1-tk-luc reporter, luminescence; % of 3 µM dafachronic acid response; activation, % at 6.8 µM; AID 652126;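 active = activation above the mean over all tested compounds plus 3 SD, cut at about 0.9% in these data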;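 also: 0% = DMSO-only wells and 100% = 3 µM delta7-dafachronic acid wells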
# ADAM17 inh: inhibits human ADAM17; P78536; recombinant ADAM17, EDANS/DABCYL FRET peptide cleavage; inhibition, % at 6.95 µM; 370,000 compounds, 0.83% hits; AID 720648;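 active = inhibition above the mean of compounds lying between control limits plus 3 SD, set per campaign, cut at about 8.5% in these data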;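 also: 0% = DMSO-only wells as the low control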
# PLC-beta3 inh: PLC-beta3 (human) inhibition, primary screen; 370,000 compounds, 0.18% hits; Purified PLC-beta3, fluorogenic substrate, fluorescence; inhibition, % at 12.2 µM; in the data active = inhibition above about 11%;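 also: 0% = median of compound wells on plate and 100% = full blocker control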
# hcDAF-12 act: H. contortus DAF-12 activation, primary screen. activation, % at 6.8 µM. 370,000 compounds, 1.4% hits. HEK293 hcDAF-12 lit1-tk-luc reporter, luminescence; 0% DMSO, 100% Δ7-dafachronic acid;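 active = activation above the mean of all tested compounds plus 3 SD, cut at about 5.5% in these data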;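 also: 100% = response to 3 µM Δ7-dafachronic acid high control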
# GAA850 FXN act: activators of GAA850 frataxin (FXN) promoter; HEK293 lucGAA850 FXN promoter luciferase reporter, 24 h; percent of 10 µM SAHA response; activation, % at 6 µM; 360,000 compounds, 0.56% hits; AID 540364;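 active = activation above the average of all compounds screened plus 3 SD, cutoff fixed separately per campaign, cut at about 7.5% in these data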;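 also: 0% = DMSO wells and 100% = 10 µM SAHA wells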
# PLCg1 inh: inhibitors of human phospholipase C gamma1. purified PLC-gamma1, fluorogenic substrate, fluorescence. 370,000 compounds, 0.84% hits. AID 720700. inhibition, % at 12.2 µM; in the data active = inhibition above about 9.5%
# DAX1 inh-1: inhibitors of human orphan nuclear receptor DAX1 (NR0B1) | P51843 | 340,000 compounds, 0.99% hits | HEK293 Gal4-DAX1 luciferase reporter, luminescence | inhibition, % at 6.75 µM | AID 504766;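 active = inhibition above the mean over all tested compounds plus 3 SD, cut at about 4.2% in these data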;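 also: 0% = DAX1-transfected cells with DMSO and 100% = empty-vector control cells with DMSO; inhibition shows as a rise in luminescence from relieved DAX1 repression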
# HGIII-sPLA2 inh: Inhibits HGIII-sPLA2 liposome hydrolysis, primary screen | Q9NZ20 | QFRET BODIPY PC-A2 liposome hydrolysis, fluorescence | inhibition, % at 12.2 µM | 370,000 compounds, 0.56% hits | AID 743126;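 active = inhibition above mean plus 3 SD of compounds lying within the high and low control bounds, cut at about 19% in these data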;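 also: 0% = median of test compound wells and 100% = no enzyme DMSO wells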
# hgDAF12 agonist: hgDAF-12 agonism, primary luciferase screen; HEK293 GAL4-hgDAF12 UAS-luciferase reporter, agonist luminescence; normalized to butyrate control; activation, % at 6.8 µM; 370,000 compounds, 1.8% hits; AID 687014;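 active = activation above a cutoff set at the mean of all screened compounds plus 3 SD, cut at about 10% in these data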;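 also: 0% = DMSO wells and 100% = sodium butyrate wells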
# DAX1 inh-2: inhibitors of DAX1 repression of SF-1 activated StAR promoter; HEK293T StAR-luciferase reporter, SF-1/DAX-1 repression relief; inhibition, % at 6.8 µM; 370,000 compounds, 1.1% hits; AID 652010;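 active = inhibition above the mean over all tested compounds plus 3 SD, cut at about 3.6% in these data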;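 also: 0% = DAX-1 cells with DMSO and 100% = cells lacking DAX-1 with DMSO; higher inhibition means more luminescence from relief of DAX-1 repression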
# An asterisk follows results filed as active; i = inactive; · = not tested or not shown.
SMILES,ADAM10 inh,ssDAF12 agonist,ADAM17 inh,PLC-beta3 inh,hcDAF-12 act,GAA850 FXN act,PLCg1 inh,DAX1 inh-1,HGIII-sPLA2 inh,hgDAF12 agonist,DAX1 inh-2
O=C(NC1CCCC1)C1c2ccccc2OCC(=O)N1Cc1ccc2c(c1)OCO2 (centres undefined),-19,-0.5,-5,-4,-0.2,·,1,·,11,-2.0,-0.7
CCN1C(=O)/C(=C2\SC(N3CCCCC3)=NC2=O)c2ccccc21,-14,-1.8,-6,-1,0.5,6.8,-1,-1.2,2,2.9,0.5
Cc1ccc(CN2CCCCC(NC(=O)c3ccc4ccccc4c3)C2=O)cc1 (centres undefined),6,-0.9,3,2,-0.6,·,-3,·,-1,4.8,-0.5
Cc1cc(C)c(C#N)c(SCc2ccc([N+](=O)[O-])cc2)n1,4,-1.1,-3,-2,-0.6,2.1,-1,-0.7,-4,3.5,-0.1
Cc1ccc2c(c1)nnn2C1CCN(CC(=O)Nc2ccc3c(c2)OCCO3)CC1,-3,-1.6,-6,0,-1.1,-4.1,-2,-2.5,-8,-4.0,-1.7
COc1cc(SC)ccc1C(=O)NCC1CCCO1 (centres undefined),-3,-1.3,-7,1,-0.8,-0.1,-4,0.6,4,2.5,0.1
CCOC(=O)CNC(=S)n1cnc(N)n1,9,-1.5,-1,1,2.2,-2.3,3,1.7,-8,4.7,0.3
Cc1ccc(N=Cc2c(O)[nH]c3ccccc23)c([N+](=O)[O-])c1,-5,0.3,-1,1,0.8,5.9,2,0.4,-3,15*,4.1*
OCC[C@H]1C[C@H](O)[C@@H](O)[C@@]2(OCCCc3ccccc32)O1,-9,-0.7,-4,0,0.6,-2.1,3,-0.1,3,0.8,-0.5
COc1ccc(OC[C@@H](O)CNC(=O)c2cccc3c2C(=O)c2ccc(Cl)cc2S3(=O)=O)cc1,-9,0.5,-1,-9,-1.5,1.1,-5,0.6,1,2.5,-0.2

# Reprinted from the part before: 6 compounds; new compounds follow.
SMILES,ADAM10 inh,ssDAF12 agonist,ADAM17 inh,PLC-beta3 inh,hcDAF-12 act,GAA850 FXN act,PLCg1 inh,DAX1 inh-1,HGIII-sPLA2 inh,hgDAF12 agonist,DAX1 inh-2
Cc1ccc2c(c1)nnn2C1CCN(CC(=O)Nc2ccc3c(c2)OCCO3)CC1,-3,-1.6,-6,0,-1.1,-4.1,-2,-2.5,-8,-4.0,-1.7
COc1cc(SC)ccc1C(=O)NCC1CCCO1 (centres undefined),-3,-1.3,-7,1,-0.8,-0.1,-4,0.6,4,2.5,0.1
CCOC(=O)CNC(=S)n1cnc(N)n1,9,-1.5,-1,1,2.2,-2.3,3,1.7,-8,4.7,0.3
Cc1ccc(N=Cc2c(O)[nH]c3ccccc23)c([N+](=O)[O-])c1,-5,0.3,-1,1,0.8,5.9,2,0.4,-3,15*,4.1*
OCC[C@H]1C[C@H](O)[C@@H](O)[C@@]2(OCCCc3ccccc32)O1,-9,-0.7,-4,0,0.6,-2.1,3,-0.1,3,0.8,-0.5
COc1ccc(OC[C@@H](O)CNC(=O)c2cccc3c2C(=O)c2ccc(Cl)cc2S3(=O)=O)cc1,-9,0.5,-1,-9,-1.5,1.1,-5,0.6,1,2.5,-0.2
O=C(NC1CCCC1)C1CSCCS(=O)(=O)N1Cc1ccccc1 (centres undefined),-3,-1.1,0,0,-0.5,·,0,·,2,2.2,0.5
Cc1cccc(C)c1NC(=O)c1ccc(-n2cnnn2)cc1,-3,-1.1,-2,-1,1.9,-0.7,3,1.9,-1,-1.3,-0.4
O=C(/C=C/Nc1ccc(Br)cc1F)c1ccco1,-1,1.5*,0,-10,14*,-4.1,-11,-1.9,-3,23*,6.0*
CC/C=C/C(=O)N1CC2(CC(c3cccc(NC(=O)CC(c4ccccc4)c4ccccc4)c3)=NO2)C[C@@H]1C(N)=O (some centres undefined),1,-1.5,3,2,-1.5,2.9,-2,-0.5,-38,-2.4,-0.7
CCN(C(=O)COC(=O)c1ncc(Cl)c(Cl)c1Cl)c1c(N)n(Cc2ccccc2)c(=O)[nH]c1=O,-13,-1.0,-1,-6,-0.1,-0.4,-1,1.5,12,-0.3,0.8
COC(=O)C1=C(C)N(Cc2ccccc2C(F)(F)F)C(=NCc2ccccc2C(F)(F)F)NC1c1ccc(F)cc1 (centres undefined),1,-1.3,-1,6,-0.1,·,2,·,-5,-0.7,0.6
Cn1nc(-c2ccccc2)c(COC(=O)c2cccc(Cl)c2)c1S(=O)(=O)c1ccccc1,2,-1.4,-3,1,0.1,1.9,-1,2.2,-3,0.0,-0.1
CCc1c(C)c(C#N)c2nc3ccccc3n2c1NCCOC,-52,-1.2,-18,-138,-2.7,1.9,-104,-1.6,3,-2.6,-0.1
O=C(CCCCCN1C(=O)[C@@H]2Cc3ccccc3CN2C1=O)Nc1ccccc1Cl,-1,-0.7,-4,-3,-0.3,-1.4,0,0.1,-3,1.6,-0.1
Cn1cnnc1SCc1ccc(-c2ccc(Br)cc2)o1,-1,-1.0,0,-13,0.2,2.3,-10,1.2,-5,1.4,-0.9
COc1ccc(C(CC(=O)O)c2ccc3c(c2)OCO3)cc1 (centres undefined),-7,-0.8,-6,-11,1.2,1.0,4,2.0,13,1.7,0.0
C=CCn1c(CSc2nc3ccccc3s2)nnc1SCC(=O)NCc1cccnc1,1,-0.9,-2,3,-1.7,-0.2,3,-1.0,5,-2.8,-0.9
CCS(=O)(=O)N1CCC(c2nc(-c3ccc(C(F)(F)F)cc3)no2)CC1,14,-1.4,3,5,-1.4,-0.8,8,-0.8,7,-1.4,-1.8
CCOC(=O)C1=CC[C@H]2c3c(c4ccccc4n3C)C[C@H]1N2C,-1,-1.2,-5,-3,0.9,-0.9,-1,1.6,2,-1.2,-0.3
CC(C)N(Cc1cn[nH]c1-c1ccc(-c2ccccc2)cc1)Cc1nccn1C,-2,-1.4,-1,0,-0.2,3.5,3,0.4,-19,4.8,0.2
Clc1cccc(Cn2ncc3ccccc32)c1,3,-0.8,1,-1,1.7,1.5,1,2.1,-16,-0.2,-0.2
CCOC(=O)c1c(/N=C/C2C(=O)CC(C)(C)CC2=O)sc(C)c1C,4,0.0,3,-2,-0.4,-0.3,-5,2.9,7,0.3,-0.4
O=C(N/N=C\c1cc(Br)c(Br)o1)c1cncc(Br)c1,-5,-1.0,-1,-19,0.4,1.5,-19,2.1,-7,2.1,-0.4
O=C(c1c(F)c(F)c(F)c(F)c1F)N1CCc2ccccc21,-1,-0.5,0,1,-2.0,-1.9,0,-1.2,0,-0.8,-1.1
O=[N+]([O-])c1ccc(COc2cccc(CN3CCCC3)c2)cc1,-5,-1.0,2,-2,-0.3,-2.1,-1,-0.8,12,5.0,0.7
Cc1cc(NC2CCCCC2)n2c(n1)nc1ccccc12,-288,-0.9,-94,-269,-0.8,2.6,-217,-0.2,-3,-0.1,-0.1
Cc1ccc(S(=O)(=O)N2CCNC(=O)C2)c(C)c1,6,-0.6,3,-3,-0.3,2.4,8,0.6,2,-0.4,0.0
Cc1ccc(NC(=O)CCC(=O)NNC(=O)COc2ccccc2)cc1C,1,-1.6,0,-2,-1.6,0.5,0,1.0,-3,-0.5,0.0
CC(Nc1ccnc2cc(Cl)ccc12)c1ccc(S(N)(=O)=O)cc1 (centres undefined),-27,-0.6,-13,-24,-0.6,0.2,-12,-1.2,-2,-2.7,-0.1
N#Cc1c(N)n(CCCN2CCOCC2)c2nc3ccccc3nc12,i,-1.3,i,i,-1.2,1.8,i,0.0,-4,0.0,-0.3
Cc1cc(C)nc(SCc2ccc3nonc3c2)n1,2,-1.3,4,-2,-0.5,0.7,5,-1.0,2,-1.9,0.9
COc1ccc(CNC(=O)COc2cc(O)c3c(c2)OC(C)(C)CC3=O)c(OC)c1,-10,-1.5,-6,-3,-1.9,-1.6,-2,-2.3,6,-5.5,0.2
CSCCC(NC(=O)c1ccc(C(C)(C)C)cc1)C(=O)OCC(=O)N1CCCC1=O (centres undefined),-4,-0.1,-3,1,-0.4,2.0,-7,-0.1,-2,-0.1,1.3
O=[N+]([O-])c1cccc(/C=C/C=N/Nc2nc(N3CCCCC3)nc(N3CCCCC3)n2)c1,2,-1.0,-1,3,-1.3,0.0,0,1.5,-1,2.5,0.9
Cc1cc(NC(=O)c2cccc(S(=O)(=O)Nc3cccc(C(=O)O)c3)c2)no1,-14,-0.8,-2,-11,2.3,-1.9,0,-0.2,4,-0.2,0.2
O=CN1CCN(c2c([N+](=O)[O-])c(=O)oc3ccccc23)CC1,2,-1.2,4,5,-0.3,-0.4,0,-0.5,0,-1.9,-0.6
Cc1ccc(C)c(N2CCN(C(=O)c3ccc4nc(-c5ccco5)c(-c5ccco5)nc4c3)CC2)c1,-33,-1.4,6,-92,-1.2,0.4,-61,-1.1,20*,-1.3,-0.8
COc1cc2oc(=O)c(Br)c(C)c2c(OC)c1OC,-2,-1.4,-1,-16,0.5,0.4,-13,1.7,6,0.9,0.9
COc1ccc(OC)c(CNc2ccc3c(c2)nc(C)n3C)c1,-9,-1.7,-5,-74,-1.6,1.4,-50,0.8,7,-0.7,-0.1
CCOc1ccc(NS(=O)(=O)c2ccc(C(=O)N3CCC3)cc2)cc1,11,-1.2,4,1,-1.9,0.5,6,0.0,4,-1.2,-2.1
Cn1c(SCC(=O)Nc2ccc(N3CCOCC3)cc2)nnc1C1CC1,-7,-0.8,-3,1,-0.8,-0.2,-1,-0.7,8,-1.0,-1.2
CN1C(=O)C(CC(=O)Nc2ccc(F)cc2)N(CCCc2ccccc2)C1=S (centres undefined),7,-1.4,-1,2,-1.2,-4.7,3,-0.8,-42,-0.2,0.8
O=C(NC1CCCCC1)NC1(C(=O)NCCCN2CCOCC2)CCCCC1,-7,-1.3,-3,-2,-1.8,-1.2,2,-1.4,8,0.4,0.0
